# Compound activity as filed in PubChem.
# Mtb UGM inh = inhibitors of M. tuberculosis UDP-galactopyranose mutase | purified UGM, fluorescence polarization probe displacement | inhibition, % at 10 µM | 320,000 compounds, 0.06% hits; in the data active = inhibition above about 10%, passing the limit was not always enough
# BH1578 lux ind = induces V. cholerae light production without autoinducers; 350,000 compounds, 0.16% hits; activation, % at 18.7 µM; V. cholerae BH1578 lux reporter, luminescence, 6 h; in the data active = activation mostly above about 9.7%, no sharp cut-off; note: not every result past the cut was called active; inactives centre near 0; reference of the scale not given here
# FBA Mtb inh = inhibits M. tuberculosis FBA enzyme. P9WQA3. purified M. tuberculosis FBA, fluorescence read-out. inhibition, % at 1 µM. 360,000 compounds, 2.3% hits. AID 588726; in the data active = inhibition above about 27%;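 note: 0% = vehicle and 100% = reference inhibitor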
# Target sequence (P9WQA3 whole entry, looked up): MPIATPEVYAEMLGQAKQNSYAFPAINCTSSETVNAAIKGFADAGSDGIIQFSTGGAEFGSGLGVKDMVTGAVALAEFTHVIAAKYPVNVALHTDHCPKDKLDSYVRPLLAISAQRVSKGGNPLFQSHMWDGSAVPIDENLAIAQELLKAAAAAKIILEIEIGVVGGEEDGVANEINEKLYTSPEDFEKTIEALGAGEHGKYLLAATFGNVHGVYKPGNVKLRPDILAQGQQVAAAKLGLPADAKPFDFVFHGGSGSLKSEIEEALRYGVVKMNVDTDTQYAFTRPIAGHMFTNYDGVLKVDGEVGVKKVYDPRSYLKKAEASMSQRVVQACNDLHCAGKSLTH
# SARS 3CLpro inh = SARS-CoV 3CLpro protease inhibition | P0C6X7 | recombinant SARS-CoV 3CLpro, quenched FRET peptide cleavage | inhibition, % at 6 µM | 290,000 compounds, 0.14% hits | AID 1706; in the data active = inhibition above about 12%
# VHR inh abs = DUSP3 (human) phosphatase inhibition; P51452; recombinant VHR phosphatase, pNPP absorbance; inhibition, % at 13.3 µM; 290,000 compounds, 0.52% hits; AID 1654; in the data active = inhibition above about 50%; note: some compounds called inactive have numbers as strong as hits
# Target sequence (P51452 whole entry, looked up): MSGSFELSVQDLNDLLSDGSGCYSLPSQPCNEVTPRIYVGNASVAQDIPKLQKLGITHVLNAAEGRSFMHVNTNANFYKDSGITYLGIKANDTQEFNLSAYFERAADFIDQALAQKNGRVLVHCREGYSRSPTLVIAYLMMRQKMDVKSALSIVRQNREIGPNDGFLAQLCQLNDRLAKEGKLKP
# GDH-TPI counter = inhibits GDH-TPI coupling enzymes, artifact for Mtb FBA screen; GDH-TPI coupled enzyme counterscreen, NADH absorbance; inhibition, % at 4.8 µM; 360,000 compounds, 1.2% hits; in the data active = inhibition above about 30%;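 note: 0% = DMSO wells and 100% = wells lacking the enzyme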
# BioA inh = inhibitors of Mycobacterium tuberculosis BioA enzyme; 360,000 compounds, 0.096% hits; purified M. tuberculosis BioA enzyme, plate reader; inhibition, % at 9.99 µM; AID 602481; in the data active = inhibition above about 40%
# MazF activator = activators of E. coli MazEF toxin-antitoxin RNase. P0AE70. FAM/BHQ RNA-DNA oligo cleavage fluorescence, 5 h. activation, % at 20 µM. 350,000 compounds, 0.32% hits; in the data active = activation above about 50%
# Target sequence (P0AE70 whole entry, looked up): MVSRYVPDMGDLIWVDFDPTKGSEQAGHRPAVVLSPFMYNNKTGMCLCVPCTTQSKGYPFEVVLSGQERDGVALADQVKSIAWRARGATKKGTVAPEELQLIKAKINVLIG
# PriA SSB inh = inhibitors of Klebsiella pneumoniae PriA binding to SSB C-terminal tail | AlphaScreen SSBct-PriA binding, biotinylated peptide | inhibition, % at 33 µM | 430,000 compounds, 0.6% hits | AID 1272365; in the data active = inhibition mostly above about 37%, no sharp cut-off; inactive = mostly below about 20%;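 note: plate controls were negative control peptide for no effect and reference peptide for full effect; strong numbers were not always called active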
# Rv3671c protease = inhibits the M. tuberculosis serine protease Rv3671c; P9WHR9; inhibition, % at 5.96 µM; 320,000 compounds, 0.048% hits; AID 2606; in the data active = inhibition above about 38%;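 note: extracellular domain of Rv3671c used as enzyme; 0% = enzyme with DMSO and 100% = no enzyme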
# Target sequence (P9WHR9 whole entry, looked up, the tested form may be a part): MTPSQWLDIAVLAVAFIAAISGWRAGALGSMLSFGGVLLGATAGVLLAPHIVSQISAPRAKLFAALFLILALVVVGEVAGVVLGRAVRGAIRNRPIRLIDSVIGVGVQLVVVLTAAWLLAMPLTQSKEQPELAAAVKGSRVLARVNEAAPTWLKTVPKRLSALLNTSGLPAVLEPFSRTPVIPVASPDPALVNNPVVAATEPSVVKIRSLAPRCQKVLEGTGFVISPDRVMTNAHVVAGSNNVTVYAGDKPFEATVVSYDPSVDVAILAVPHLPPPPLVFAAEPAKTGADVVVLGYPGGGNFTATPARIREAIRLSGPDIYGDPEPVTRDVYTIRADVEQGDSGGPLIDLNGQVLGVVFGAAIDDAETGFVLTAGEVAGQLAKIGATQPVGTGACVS
# Starred values were filed as active, the others as inactive; i = inactive; nt = no result given; & = joins results of further samples.
SMILES,Mtb UGM inh,BH1578 lux ind,FBA Mtb inh,SARS 3CLpro inh,VHR inh abs,GDH-TPI counter,BioA inh,MazF activator,PriA SSB inh,Rv3671c protease
N#Cc1c(N)nc(SCc2ccncc2)c(C#N)c1-c1cccs1,0.3,-1.0,2,0,-6,18,-2.0,-4,-20,-57
O=c1[nH]c2ccc(NC(=S)Nc3ccc(Cl)cc3Cl)cc2[nH]1,0.4,i,-2,1,-6,-3,-1.5,-2,-11,-1
O=C(COC(=O)c1ccc([N+](=O)[O-])s1)NNC(=O)c1ccccc1,1.2,-1.6,-1,nt,nt,11,1.1,1,22,-117
COc1ccc(CCNC(=O)CN2CCN(c3cccc(Cl)c3)CC2)cc1OC,-2.1,i,-11,1,7,6,3.5,4,-1,-4
O=C(NCc1cccnc1)C1CCCN(Cc2cnn(-c3ccccc3)c2-n2cccc2)C1 (centres undefined),0.5,-0.3,-1,4,-10,-6,1.0,-2,0,5
COc1ccc(NC(=O)CCCNC(=O)Cn2cnc3sc(C)c(C)c3c2=O)cc1OC,0.8,i,1,-6,21,-3,-2.5,-14,2,-3
CS(=O)(=O)c1nc2c(cc1C#N)CCCC2,-2.9,-0.4,2,5,22,5,nt,4,10,-22
COC(=O)CNC(c1ccccc1)c1cc(Br)ccc1NS(=O)(=O)c1ccc(C)cc1 (centres undefined),3.6,-0.4,0,3,3,-4,-1.1,-7,-13,-13
COCCCn1c(SCC(=O)NNC(=O)c2cccc(O)c2)nnc1-c1ccncc1,-0.7,i,1,-1,25,1,nt,7,-6,3
CCOC(=O)c1sc(N)nc1C(F)(F)F,nt,i,0,nt,nt,18,0.6,6,-8,nt

# Random excerpt: 6 records from the list.
SMILES,Mtb UGM inh,BH1578 lux ind,FBA Mtb inh,SARS 3CLpro inh,VHR inh abs,GDH-TPI counter,BioA inh,MazF activator,PriA SSB inh,Rv3671c protease
CS(=O)(=O)c1nc2c(cc1C#N)CCCC2,-2.9,-0.4,2,5,22,5,nt,4,10,-22
N#Cc1c(N)nc(SCc2ccncc2)c(C#N)c1-c1cccs1,0.3,-1.0,2,0,-6,18,-2.0,-4,-20,-57
CCOC(=O)c1sc(N)nc1C(F)(F)F,nt,i,0,nt,nt,18,0.6,6,-8,nt
COc1ccc(NC(=O)CCCNC(=O)Cn2cnc3sc(C)c(C)c3c2=O)cc1OC,0.8,i,1,-6,21,-3,-2.5,-14,2,-3
COC(=O)CNC(c1ccccc1)c1cc(Br)ccc1NS(=O)(=O)c1ccc(C)cc1 (centres undefined),3.6,-0.4,0,3,3,-4,-1.1,-7,-13,-13
O=C(COC(=O)c1ccc([N+](=O)[O-])s1)NNC(=O)c1ccccc1,1.2,-1.6,-1,nt,nt,11,1.1,1,22,-117

# New compounds follow
SMILES,Mtb UGM inh,BH1578 lux ind,FBA Mtb inh,SARS 3CLpro inh,VHR inh abs,GDH-TPI counter,BioA inh,MazF activator,PriA SSB inh,Rv3671c protease
O=C(C[n+]1cccc(C(=O)Nc2ccccc2)c1)c1ccc([N+](=O)[O-])cc1,4.0,-0.3,2,1,1,5,6.1,13,3,-5
COC(=O)C1=C(C)N(CCc2cc(OC)c(OC)c(OC)c2)C(=O)N[C@H]1c1cccs1,1.0,nt,nt,-6,5,nt,nt,nt,nt,-1
COc1ccc(CNC(=O)C2CSC(c3ccc(OC)cc3)N2C(C)=O)cc1 (centres undefined),1.7,-0.2,-1,-2,32,4,-0.7,-4,6,-4
O=C(Nc1cccnc1)C1COc2ccccc2O1 (centres undefined),1.2,i,3,1,27,-3,14,-9,-23,0
O=C(O)CCC(=O)N1N=C(c2ccccc2)CC1c1ccc(Br)cc1 (centres undefined),2.0,i,-1,5,73,9,4.5,-20,-15,-3
CC(=O)c1cn(CCOc2ccccc2C)c2ccccc12,0.2,i,0,-6,13,5,4.4,0,-22,-15
C=C(C)C(=O)Oc1ccc(N2C(=O)[C@@H]3C4C=CC(C4)[C@@H]3C2=O)cc1,-1.1,-0.6,1,2,21,2,-0.7,7,-5,1
COc1ccc(C(=O)N/N=C/c2ccc(N(C)c3ccccc3)cc2)cc1,-0.2,-0.4,41*,nt,nt,26,0.7,-6,nt,3
CC(=O)Nc1ccc(NC(=O)C(C)Oc2ccc(C)nc2[N+](=O)[O-])cc1 (centres undefined),1.1,i,1,nt,nt,1,nt,4,11,-5
COc1ccccc1OCc1nnc(SCC(=O)Nc2nnc(C3CC3)s2)n1C,0.7,-0.2,175*,2,20,-1,-1.6,5,5,4
OCC1OC(c2ccccc2)OC2COC(c3ccccc3)OC12 (centres undefined),nt,i,1,nt,nt,-10,0.1,-1,-5,nt
O=C(Cc1cccc(NC(=O)C2CCN(C(=O)c3ccccc3)CC2)c1)Nc1cccc(C(=O)N2CCCC2)c1,1.3,-0.6,-1,nt,nt,2,-0.2,3,-20,-12
CCN1CCCC1CNCc1ccc(Cl)cc1Cl (centres undefined),-3.0,-1.7,-3,-4,21,-10,nt,2,-4,-5
O=C(CN1CCN(Cc2ccc(Cl)cc2)C1=O)NCCN1CCCC1,-1.0,-0.2,0,-1,4,-1,0.4,0,-9,-2
CCOC(=O)c1cc2sc(C)cc2n1CC(=O)Nc1cccc(C)c1C,0.9,1.8,-2,5,0,8,nt,-15,-8,-1
CCC1S/C(=C(\C#N)C(=O)NCc2ccco2)N(c2ccc(F)cc2)C1=O (centres undefined),-0.5,-0.6,1,-2,28,10,1.9,-1,-3,3
C[C@@H]1CN([C@H](C)CO)C(=O)c2cc(-c3ccc(F)cc3)cnc2O[C@H]1CN(C)C(=O)c1ccc(F)cc1,nt,-0.4,0,nt,nt,4,-1.3&2.0&2.8,8,nt,nt
O=C(NCc1ccccc1)NC1(C(=O)N2CCCC2)CCCCC1,-0.5,i,-4,-1,0,-10,-1.4,3,-8,-3
COc1ccc(C(=O)Nc2ccc3nc(C)c(C)nc3c2)cc1,-1.5,i,13,-6,nt,16,3.2,15,-8,1
COc1ccc2c(c1OC)C(=O)OC2CC(=O)c1ccc2c(c1)OCO2 (centres undefined),-1.0,-2.5,0,1,28,29,nt,3,-3,6
Cc1cnc(NC(=O)CCNC(=O)c2ccccc2Cl)s1,1.2,-0.3,0,2,7,-3,-0.1,4,-14,8
Cc1c(C(=O)C(=O)N2CCOCC2)c2ccccc2n1Cc1ccccc1,-1.3,-0.3,-3,-3,-10,19,8.1,11,5,-9
O=C(Nc1nc2cc3c(cc2s1)OCO3)c1ccc(N2C(=O)CCC2=O)cc1,0.9,i,1,2,-5,8,-2.6,-7,-6&-2,-1
CCC1COC(c2cccn2Cc2ccccc2Cl)=N1 (centres undefined),2.1,-0.3,-1,-7,13,5,-1.4,-4,-39,1
O=C(c1nc2nc(-c3cccs3)cc(C(F)(F)F)n2n1)N1CCN(Cc2ccccc2)CC1,-1.9,nt,145*,-1,3,22,-3.9,-2,-1,6
CC(=O)c1cc(C(=O)N2CCc3c([nH]c4ccccc34)C2C2CCCCC2)[nH]n1 (centres undefined),0.7,-0.1,1,7,27,-2,nt,14,16,2
CCOC(=O)C[N+](CC)(CC)CC#Cc1ccccc1,-0.9,0.3,2,-1,-5,2,nt,3,-9,5
Cc1nc2cc(NC(=O)NCc3ccccc3)ccc2o1,4.7,-0.8,0,3,6,2,-2.2,11,-14,-1
COc1cc(C(=O)NNC(=S)NC(=O)c2ccc(F)cc2)cc(OC)c1OC,-0.4,-0.4,0,6,-4,12,nt,6,2,8
Cc1ccc(NC(=O)CN2CCCC2)c2c1CC(C)(C)O2,-2.5,-0.3,0,1,-5,5,nt,4,-1,9
CN(C)c1ccc(CN(C(=O)c2ccco2)C2CCS(=O)(=O)C2)cc1 (centres undefined),1.3,i,-3,0,0,-4,0.4,-3,-8,2
N#Cc1cccc2c1-c1ccccc1/C2=N/NC(N)=O,-0.5,i,-2,-9,21,17,-2.3,16,nt,-18
Cc1ccc(-c2ccc(C3C(C#N)=C(N)Oc4n[nH]c(C)c43)o2)cc1 (centres undefined),-2.7,-0.3,-2,-2,36,18,-0.7,0,12,0
O=C(NC(=S)Nc1ccc2c(c1)OCCO2)c1ccccc1F,-2.2,0.3,-4,3,26,16,-1.5,-15,5,8
Cc1nnc(N2C(=O)C(=O)/C(=C(/O)c3ccc4c(c3)OCCO4)C2c2ccc([N+](=O)[O-])cc2)s1 (centres undefined),-0.2,i,-3,-2,-7,15,-0.3,nt,nt,-5
COc1ccc(OC)c(/C=N/N=C(\N)c2nonc2N)c1,-0.4,-0.5,-3,-1,0,18,0.7,4,nt,-10
O=C(CCC(=O)N(CC(=O)NC1CCCCC1)CC1CCCO1)Nc1nccs1 (centres undefined),-0.4,-0.6,2,0,12,4,nt,2,5,9
CCN(CC(=O)Nc1ccc2c(c1)OCCO2)C(=O)/C=C/c1cccc(Br)c1,0.1,i,-3,nt,nt,5,-0.4,1,1,-3
COc1ccc(C2N(C(=O)N(C)C)CCN2S(=O)(=O)c2ccc(OC)cc2)cc1 (centres undefined),2.7,-0.4,-2,-2,19,2,-1.4,-7,-9,1
CCCN(C(=O)Cn1nc(C)c([N+](=O)[O-])c1C)c1c(N)n(Cc2ccccc2)c(=O)[nH]c1=O,-1.0,-2.3,2,nt,nt,4,-1.4,-2,-6,2
O=C(Nc1ccc2nn(-c3ccccc3)nc2c1)c1ccc2c(c1)OCO2,0.5,-1.9,0,5,13,29,0.4,-30,-7,-33
CC(C)COc1cc(=O)[nH]c(SCC(C)C)n1,4.5,i,2,2,14,-1,0.4,1,-10,7
Cc1ccc(NC(=O)Nc2ccc3c(c2)CCC3)c(C)c1,-0.1,i,-3,3,7,-2,-2.6,-7,-14,nt
Cc1ccc(C(=O)Oc2coc(CSc3nnc(NC(=O)c4cccs4)s3)cc2=O)cc1C,2.0,3.6,-2,9,0,20,nt,-5,-5,-21
O=C(O)c1ccc2c(=O)n3cc(C(=O)c4ccccc4O)cc(Cl)c3nc2c1,3.8,-0.4,5,0,11,21,6.0,4,5,-8
C=CCOc1ccc(/C=C2\SC(=Nc3cccnc3)NC2=O)cc1,1.2,-0.2,-1,3,0,21,-0.3,-37,-4,-46
CC1(C)CC2CC(C)(CN2C(=O)COC(=O)Cn2[nH]c(=O)c3ccccc3c2=O)C1 (centres undefined),-1.3,-0.4,-2,-1,19,-3,nt,-8,3,-1
COc1ccccc1C(=O)NC(CCSC)C(=O)NCCCn1nc(C)cc1C (centres undefined),1.6,-5.3,-2,nt,nt,-3,nt,-4,-10,3
N#Cc1nc(Cc2ccccc2)oc1N1CCC(C(N)=O)CC1,-5.9,-0.6,-2,-6,4,2,2.1,5,-8,5
CC(=O)c1c(C)[nH]c(C(=O)OCC(=O)NCCCc2ccccc2)c1C,1.0,-0.6,2,nt,nt,4,4.7,1,-4,-5
# Further structures follow.
SMILES,Mtb UGM inh,BH1578 lux ind,FBA Mtb inh,SARS 3CLpro inh,VHR inh abs,GDH-TPI counter,BioA inh,MazF activator,PriA SSB inh,Rv3671c protease
CSCCC(N=C1NS(=O)(=O)c2ccccc21)C(=O)NCc1ccccc1F (centres undefined),0.9,-0.9,-1,-2,16,-3,-0.8,2,2,-3
COC(=O)c1ccccc1NC(=O)COC(=O)c1ccc(C)c(NC(=O)c2ccco2)c1,-0.7,i,-1,-6,6,11,-1.4,-2,-6,-24
O=C(c1cc(Cl)cc(Cl)c1)N1CCC(=O)N(C(COCc2ccccc2)Cc2ccccc2)CC1 (centres undefined),0.2,i,0,0,-3,-4,-0.2,-28,45*,1
O=C(Nc1nncs1)c1cccnc1Cl,0.5,i,-1,2,4,1,-1.1,6,-6,-15
COc1cc2nc(Nc3cccc(F)c3)nc(N)c2cc1OC,0.9,-1.1,7,-4,34,14,4.5,15,25,8
CNc1nc(-c2ccc3c(c2)CCN3S(=O)(=O)c2ccccc2)c(C)s1,-2.5,-0.1,10,1,12,-1,-1.0,2,-3,4
CCNc1cc(=O)n(C)c(=O)n1C,1.5,i,1,-1,7,-7,-0.8,5,0,4
Cc1cc(C(=O)OCC(=O)NC2CCC(C)CC2)c(C)o1 (centres undefined),-2.0,-1.3,0,nt,nt,7,4.7,2,-10,-2
Cc1ccc(C(=O)CSc2nnc(COc3cccc(C)c3)o2)cc1,-1.0,0.5,1,-2,8,-3,-0.3,2,-39,-9

# An excerpt, so the mix of outcomes need not match the whole.
